H1N1 NS1A inhibition: H1N1 influenza NS1A inhibitors, functional cell based assay (AID 504329). NS1A functional cell-based assay, percent inhibition; higher % means a stronger effect. inhibition, % at 12.5 µM, or IC50 in µM where a hit was titrated. hit rate 0.3% among 340,000; in the data active = a potency from the dose series; inconclusive = inhibition above about 27% without an active follow-up result; note: strong numbers were not always called active
M. tuberculosis: growth inhibition of non-replicating M. tuberculosis (AID 488890); Mycobacterium tuberculosis non-replicating, growth inhibition; higher % means a stronger effect; one-dose inhibition, % at 25 µM; IC50 in µM for titrated hits; hit rate 0.39% among 320,000; in the data active = a potency from the dose series; inconclusive = inhibition mostly from about 82% at the one dose, without a potency; inactive = the rest, 99 in 100 with inhibition below about 76%;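 note: plate controls were DMSO cells for no effect and high antibiotic wells for full effect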
Salmonella PhoP GFP: Inhibition of PhoP regulon, Salmonella typhi GFP reporter cells, confirmation, 4 h (AID 1850) | Salmonella Typhi PhoP-promoter GFP reporter, fluorescence, 4 h; higher % means a stronger effect | one-dose inhibition, % at 50 µM; IC50 in µM for titrated hits | hit rate 0.33% among 310,000; in the data active = a potency from the dose series; inconclusive = inhibition mostly from about 25% at the one dose, without a potency; inactive = the rest, 99 in 100 with inhibition below about 19%;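 note: 0% = induced wells with vehicle and 100% = uninduced wells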
H37Rv inhibition: M. tuberculosis growth inhibition, HTS (AID 449762) | M. tuberculosis H37Rv growth inhibition, 7H9 media; higher % means a stronger effect | one-dose inhibition, % at 25 µM; IC50 in µM for titrated hits | hit rate 0.59% among 330,000; in the data active = a potency from the dose series; inconclusive = inhibition above about 70% without an active follow-up result;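 note: bacterial growth assessed after seven days of incubation; strong numbers were not always called active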
inhibitors of VEEV: inhibitors of VEEV TC-83 cytopathic effect, confirmation, Vero cells (AID 588727). Vero cells, VEEV TC-83 cytopathic effect inhibition; higher % means a stronger effect. inhibition, % at 20 µM, or IC50 in µM where a hit was titrated. hit rate 0.13% among 350,000; in the data active = a potency from the dose series; inconclusive = inhibition mostly from about 14% at the one dose, without a potency; inactive = the rest, 99 in 100 with inhibition below about 12%; note: strong numbers were not always called active
inhibitors of VEEV 10K pilot screen: further read-out of inhibitors of VEEV, marked with its call; inhibition, %; measured here: 10K pilot screen inhibition
An asterisk follows results filed as active; i = inactive; ? = inconclusive; · = no result given. Rows were taken by chance, and some 1.5% of all compounds hit somewhere here.

SMILES	H1N1 NS1A inhibition	M. tuberculosis	Salmonella PhoP GFP	H37Rv inhibition	inhibitors of VEEV	others
CC(C)=CCc1c(O)ccc2c1OC(c1ccc(O)c(O)c1)CC2=O (configuration not stated)	3%	-7%	-7%	-7%	8.9%
CCOC(=O)CSc1nnc(NCC(=O)OC(C)C)c(=O)[nH]1	1%	75%	-13%	10%	8.7%
COC(=O)C1=NN(C(=O)c2cccc(Cl)c2)C(O)(C(C)(C)C)C1 (configuration not stated)	-7%	62%	4%	-2%	i
C=CCn1c(N2CCCC2)nc2c1c(=O)n(C)c(=O)n2C	-25%	-6%	-2%	-3%	i
Cn1nccc1C(=O)N/N=C/c1ccccc1[N+](=O)[O-]	-2%	-6%	10%	-1%	4.8%
O=C(Nc1cc(S(=O)(=O)N2CCOCC2)ccc1Cl)C1CCC1	-8%	-11%	-10%	-7%	1.3%
CN1CCN(S(=O)(=O)c2ccc(Oc3ccc(F)cc3Br)nc2)CC1	11%	1%	3%	3%	0.8%
O=C(N1CCN(S(=O)(=O)c2ccc(Cl)cc2)CC1)n1ccnc1	-7%	8%	·	11%	2.3%
FC(F)(F)c1cccc(Cn2nnnc2-c2cc(Cl)cc(Cl)c2)c1	1%	34%	-1%	8%	2.0%
O=C(CCNC(=O)c1ccc([N+](=O)[O-])cc1)Nc1ccccc1N1CCCCC1	-2%	59%	5%	22%	5.8%
O=C(NCCN1C(=O)S/C(=C\c2ccc(Cl)c(Cl)c2)C1=O)c1ccc2c(c1)C(=O)N(Cc1ccncc1)C2=O	16%	8%	-16%	0%	3.3%
O=C(CSCc1cccc(Br)c1)NC1CC1	-7%	60%	-6%	-18%	0.6%
CCc1nc(SCC(=O)Nc2ccc(F)cc2F)c2c(=O)n(C)c(=O)n(C)c2n1	-15%	-5%	-11%	-3%	7.0%
O=C(CCN1C(=O)C2CC=CCC2C1=O)Nc1nccs1 (configuration not stated)	-8%	-6%	2%	-4%	0.6%
CC(C)(C)C1(CCO)C(=O)NC(=S)NC1=O	6%	·	·	·	0.7%
Cn1c(=O)c(=O)n(C)c2cc(S(=O)(=O)Nc3ccc4c(c3)OCCO4)ccc21	7%	1%	-6%	-4%	i
COC(=O)c1c(N)sc2c1CCN(c1ncc(C(F)(F)F)cc1Cl)C2	15%	2%	-7%	9%	3.0%
COC(=O)c1ccc(COc2ccccc2/C=N/NS(=O)(=O)c2ccc(C)cc2)cc1	-2%	1%	-10%	5%	i
Cc1cnc(NC(=O)c2c(-c3ccccc3)noc2C)s1	-2%	28%	12%	-1%	0.1%
COc1ccc(C(=O)c2ccc(-c3ccc(OC)cc3)nc2)cc1	-2%	·	·	·	i
COCCNC(=O)C(C)OC(=O)c1nsc(Cl)c1Cl (configuration not stated)	-1%	-16%	-4%	9%	2.1%
CC(=O)c1ccc(S(=O)(=O)N(C)CCCC(=O)N(C)Cc2c(F)cccc2Cl)cc1	5%	0%	11%	1%	0.6%
CC(C)Cn1c(N)c(C(=O)COC(=O)C2=COCCO2)c(=O)n(C)c1=O	-50%	-4%	-7%	-4%	2.3%
Cc1ccc(-n2nc3c(=O)n(C(C)C(=O)NCCc4cccs4)nc(C)c3c2C)cc1 (configuration not stated)	-5%	17%	-15%	3%	0.3%
CC(=O)NC(CC(=O)NCc1ccncc1)c1ccccc1 (configuration not stated)	-5%	-13%	-9%	-6%	7.7%
O=C(N/N=C/c1ccccn1)c1cc(C2CC2)[nH]n1	-1%	-7%	11%	31%	i
CCCCC(CC)C(=O)Nc1ccc(C)c(O)c1 (configuration not stated)	11%	-3%	0%	-11%	0.1%
CCCCOc1nc2ccccc2nc1NS(=O)(=O)c1ccc(F)cc1	-2%	13%	0%	-4%	2.3%
COc1ccc(-c2csc(N3CCC(C(N)=O)(N4CCCCC4)CC3)n2)cc1	4%	5%	-2%	-4%	i
COc1ccc(S(=O)(=O)N2CCc3ccccc32)cc1NC(C)=O	-3%	0%	9%	2%	0.1%
Cc1csc(SCC(=O)Nc2ccc3[nH]c(=O)[nH]c3c2)n1	-10%	-4%	·	7%	1.4%
COc1ccc(N2C3=C(C(=O)CC(C)(C)C3)C(c3cnn(C)c3)C3=C2CC(C)(C)CC3=O)cc1	-2%	27%	-2%	0%	5.4%
CCCCN(C)C(=O)c1cc2cc3cc(OC)ccc3nc2o1	-8%	?	-8%	37%	2.3%
c1ccc(Nc2nc(N3CCCCC3)nc(N3CCCCC3)n2)cc1	2%	4%	-7%	5%	i
COc1cc(CC(NC(C)=O)C(=O)NC2CCN(C(=O)Nc3ccccc3Cl)CC2)cc(OC)c1 (configuration not stated)	-7%	-13%	9%	-5%	0.4%
O=C(Nc1ccc(Cl)c(C(F)(F)F)c1)[C@@H]1CC=C[C@@H]2CCN(C3CC3)C(=O)[C@@H]21	-13%	20%	-3%	5%	4.8%
CN(C)CCCN(Cc1ccccc1)C(=S)Nc1ccc(SC(F)F)cc1	0%	12%	2%	2%	i
CN1C(=O)[C@H]2[C@@H](C3CC3)N3C(=O)CN(CC4CC4)C(=O)[C@@]3(C)[C@H]2C1=O	-11%	-10%	-1%	3%	1.0%
CC(=NN1CC(=O)NC1=O)c1ccc([N+](=O)[O-])o1	2%	·	·	·	i
O=C(Nc1ccccc1N1CCCCC1)c1ccc(Cl)c([N+](=O)[O-])c1	-4%	43%	11%	3%	1.2%
COc1cccc(C(C(=O)NC2CCCC2)N(Cc2ccc(C)cc2)C(=O)c2ccco2)c1OC (configuration not stated)	3%	-3%	1%	-10%	2.9%
Cc1cc(=O)oc(C)c1C(=O)Nc1c(C)n(C)n(-c2ccccc2)c1=O	-8%	-4%	1%	-9%	0.2%
O=C(CSc1ccc(S(=O)(=O)N2CCCCC2)cn1)Nc1ccccc1Br	-11%	69%	·	4%	2.0%
O=c1nc2ccccc2c(NS(=O)(=O)c2ccc(Cl)cc2)n1-c1ccccc1	5%	-7%	-10%	-3%	i
CC(=O)Nc1ccc(S(=O)(=O)NCC(=O)OCc2ccccc2)cc1	-6%	6%	-1%	0%	0.4%
Cc1c(C(=O)O/N=C(\N)c2ccccn2)cccc1[N+](=O)[O-]	9%	13%	-13%	8%	0.6%
Cc1ccc(-n2c(C)cc(C)c(C#N)c2=O)cc1C	8%	-2%	-4%	-1%	0.3%
CCC(c1nnnn1Cc1ccco1)N(CCN1CCOCC1)Cc1cc2cc(C)ccc2[nH]c1=O (configuration not stated)	2%	38%	15%	15%	0.4%
O=C(O)Cc1sc(-c2ccccc2Cl)nc1-c1ccccc1	1%	11%	-8%	11%	0.3%
O=C(N/N=C/c1ccsc1)c1cc(-c2cccs2)nc2ccccc12	-4%	-10%	-5%	1%	i
O=C(O)C1CCN(C(=O)COc2ccc(Br)cc2)CC1	1%	-6%	10%	-8%	0.4%
Cc1[nH]c2ccccc2c1/C=N\NC(=O)c1ccco1	2%	40%	10%	-10%	8.3%
COc1ccc(OC)c(NC(=O)C2CCN(c3ncccn3)CC2)c1	-3%	-5%	10%	2%	2.2%
Cc1nn(-c2ccc(F)cc2)c(Cl)c1/C=N/NC(=O)c1cccc(S(=O)(=O)N2CCCC2)c1	-3%	11%	-1%	1%	0.2%
CC1CN(S(=O)(=O)c2ccc(C(=O)NC3CCCCC3)cc2)CC(C)O1 (configuration not stated)	-25%	4%	·	2%	0.1%
O=C(Nc1ccccc1F)c1ccc([N+](=O)[O-])s1	8%	0.78µM*	-24%	?	i
COc1ccc(CNC(=O)CCN2C(=S)NC(C)(C)CC2C)cc1 (configuration not stated)	-2%	-8%	2%	-5%	i
Cc1ccc(-c2nc(C#N)c(N3CCC(C(N)=O)CC3)o2)cc1	-11%	-2%	-30%	4%	1.3%
COc1ccc(C(O)C(CN2CCOCC2)c2ccccc2)cc1F (configuration not stated)	-1%	6%	-9%	7%	i
COc1cccc(CN(C)CCCn2cnc(C(=O)Nc3ccc(C)c(C)c3)n2)c1	-10%	·	·	·	i
Carrying on:
SMILES	H1N1 NS1A inhibition	M. tuberculosis	Salmonella PhoP GFP	H37Rv inhibition	inhibitors of VEEV	others
CC(=O)CCC(=O)OCC(=O)c1ccc(C(F)(F)F)cc1	-1%	35%	2%	-1%	0.2%
COc1ccc(C(=O)c2oc3ccc(OC)cc3c2NC(C)=O)cc1	-7%	3%	0%	4%	0.5%
CCOC(=O)CCNC(=O)N1CCCC(CNS(=O)(=O)Cc2ccccc2)C1 (configuration not stated)	5%	6%	-9%	-4%	0.8%
CCc1cc2c(SCC(=O)N(CC)c3c(N)n(Cc4ccccc4)c(=O)[nH]c3=O)ncnc2s1	-5%	24%	-7%	2%	2.2%
c1ccc(-c2nc3nc4ccccc4nc3n2CC2CCCO2)cc1 (configuration not stated)	1%	0%	1%	6%	13%
CCCCn1ccnc1C(=O)c1ccc(S(=O)(=O)N(CCOC)CCOC)cc1	7%	12%	3%	-7%	0.6%
O=C(Nc1ccc(N2CCN(c3ccc(O)cc3)CC2)cc1)Oc1ccccc1	4%	32%	-2%	9%	0.3%
COc1ccc(S(=O)(=O)N(C)C)cc1NC(=O)CSc1ncccn1	0%	-14%	1%	-4%	0.5%
CCCCn1nc2cc(C(=O)NCCc3cccs3)ccc2c1OCC	2%	4%	-7%	2%	0.8%
CCOc1ccc(CCNC(=O)COC(=O)c2ccc(C)s2)cc1OCC	25%	31%	-10%	-6%	2.3%
C[C@@H]1C(NC(=O)c2ccccc2)CC2CC1C2(C)C (some centres not stated)	-9%	?	3%	8%	i
Cc1nc(NC(=O)c2ccc(F)cc2)nc2cc3c(cc12)OCO3	-1%	-4%	-6%	-3%	0.4%
N#Cc1c(-c2ccccc2)nc(-c2ccccc2)nc1N1CCOCC1	-19%	-15%	-8%	-1%	2.0%
COc1cc(NC(=S)NC2CC2)c(OC)cc1Cl	5%	65%	4%	-6%	0.5%	inhibitors of VEEV 10K pilot screen=1.1
COc1ccccc1C(=O)Nc1cc(-c2ccc(C)cc2)no1	0%	17%	-8%	45%	0.9%
Cc1noc(C)c1S(=O)(=O)N(CC(=O)NCc1ccc(Cl)cc1)c1ccc2c(c1)OCO2	5%	6%	-13%	4%	0.3%
O=C(C(c1ccccc1)c1ccccc1)N(Cc1ccco1)C1CCS(=O)(=O)C1 (configuration not stated)	11%	17%	12%	-5%	5.7%
O=C(OCc1ccccc1)C1=[N+]([O-])OC(C(=O)OCc2ccccc2)C1c1c[nH]c2ccccc12 (configuration not stated)	-1%	3%	-1%	-7%	i
Cc1noc(C)c1C(=O)Nc1ccc(N(C)C)cc1	-3%	-7%	-2%	-10%	4.2%
CC1(C)CC(=O)C=C(c2cccc3c2oc2ccccc23)C1	2%	15%	9%	42%	i
Cc1ccc(CC23CN4CCN(CC(C4)C2O)C3)c(C)c1 (configuration not stated)	-1%	3%	0%	-6%	2.0%
Cc1ccccc1OCC(=O)Nc1cc(Cl)ccc1Oc1ccccc1	-9%	8%	-2%	8%	0.4%
COc1cc(/C=C2\C(=N)N3N=C(CC(=O)N4CCOCC4)SC3=NC2=O)cc(OC)c1OC	5%	-19%	-2%	4%	1.6%
CCN(CC)c1ccc(C2C(C(=O)OCCOC)=C(C)NC3=C2C(=O)CC(C)(C)C3)cc1 (configuration not stated)	5%	12%	-3%	-4%	0.9%
COc1cc2cnc(-c3ccccc3)cc2cc1OC	13%	50%	·	62%	7.3%
C[C@H](CO)N1C[C@H](C)[C@@H](CN(C)CC2CCCCC2)Oc2c(NS(=O)(=O)c3cccs3)cccc2C1=O	2%	18%	·	3%	4.6%

Nothing new here: an excerpt of the list.
SMILES	H1N1 NS1A inhibition	M. tuberculosis	Salmonella PhoP GFP	H37Rv inhibition	inhibitors of VEEV	others
CC1(C)CC(=O)C=C(c2cccc3c2oc2ccccc23)C1	2%	15%	9%	42%	i
Cc1ccc(CC23CN4CCN(CC(C4)C2O)C3)c(C)c1 (configuration not stated)	-1%	3%	0%	-6%	2.0%
Cc1ccccc1OCC(=O)Nc1cc(Cl)ccc1Oc1ccccc1	-9%	8%	-2%	8%	0.4%
COc1cc(/C=C2\C(=N)N3N=C(CC(=O)N4CCOCC4)SC3=NC2=O)cc(OC)c1OC	5%	-19%	-2%	4%	1.6%
CCN(CC)c1ccc(C2C(C(=O)OCCOC)=C(C)NC3=C2C(=O)CC(C)(C)C3)cc1 (configuration not stated)	5%	12%	-3%	-4%	0.9%
COc1cc2cnc(-c3ccccc3)cc2cc1OC	13%	50%	·	62%	7.3%
